# NR2E3 ag-1: NR2E3 (human) agonism; GST-NR2E3/biotin-RetCOR TR-FRET, 1536-well; inhibition of corepressor binding, % at 4.78 µM; hit rate 0.12% among 320,000; AID 2300;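 active = percent inhibition above the cutoff of mean plus 3 SD of all tested compounds, set per screening campaign, cut at about 20% in these data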;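 note: 0% = DMSO wells and 100% = biotin wells as full block of FRET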
# Target sequence (Q9Y5X4 whole entry, looked up): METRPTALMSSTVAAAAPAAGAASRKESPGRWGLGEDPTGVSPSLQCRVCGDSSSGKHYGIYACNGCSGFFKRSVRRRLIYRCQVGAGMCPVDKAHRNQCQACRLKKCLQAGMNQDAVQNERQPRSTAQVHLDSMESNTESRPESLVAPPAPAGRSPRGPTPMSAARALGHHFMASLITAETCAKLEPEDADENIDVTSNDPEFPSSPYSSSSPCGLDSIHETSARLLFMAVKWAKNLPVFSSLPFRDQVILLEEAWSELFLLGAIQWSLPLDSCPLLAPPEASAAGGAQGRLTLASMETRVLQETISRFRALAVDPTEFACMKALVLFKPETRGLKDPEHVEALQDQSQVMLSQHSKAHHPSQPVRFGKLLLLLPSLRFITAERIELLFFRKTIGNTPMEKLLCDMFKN
#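 Format: 1536-well format; test system: GST-NR2E3 and biotin-RetCOR proteins; read-out basis: percent inhibition of TR-FRET ratio; timing: 5 h incubation at 4 °C; detection: time-resolved FRET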
# HIF-2a block: HIF-2a inhibition; 786-0 RCC cells HIF-2a reporter, luciferase luminescence, overnight; AID 624352; inhibition, % at 18.8 µM; hit rate 0.72% among 360,000;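 active = inhibition of the luminescence signal of 40% or more relative to plate controls, in a single-dose primary screen at 18.75 µM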
# aDG glyco up: increases alpha dystroglycan glycosylation | Pro5-aDG cells, alpha-DG glycosylation AlphaScreen (IIH6); 0% Pro5, 100% B10-LARGE cell signal | activation, % at 10 µM | hit rate 0.22% among 360,000 | AID 624168;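 active = activation of at least 8% versus controls, or a plate z-score of at least 8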;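 note: Pro5 are CHO cells carrying HIG-tagged alpha-DG that lacks glycosylation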
# PDI inh: PDI (human) enzyme inhibition; hit rate 0.052% among 350,000; inhibition, % at 10 µM; P07237; PDI insulin aggregation turbidity, A650, 90 min;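 active = mean inhibition across replicates of 30% or more, whatever share of single replicates reach that level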;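 note: absorbance from insulin aggregation driven by PDI reduction with DTT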
# Target sequence (P07237 whole entry, looked up): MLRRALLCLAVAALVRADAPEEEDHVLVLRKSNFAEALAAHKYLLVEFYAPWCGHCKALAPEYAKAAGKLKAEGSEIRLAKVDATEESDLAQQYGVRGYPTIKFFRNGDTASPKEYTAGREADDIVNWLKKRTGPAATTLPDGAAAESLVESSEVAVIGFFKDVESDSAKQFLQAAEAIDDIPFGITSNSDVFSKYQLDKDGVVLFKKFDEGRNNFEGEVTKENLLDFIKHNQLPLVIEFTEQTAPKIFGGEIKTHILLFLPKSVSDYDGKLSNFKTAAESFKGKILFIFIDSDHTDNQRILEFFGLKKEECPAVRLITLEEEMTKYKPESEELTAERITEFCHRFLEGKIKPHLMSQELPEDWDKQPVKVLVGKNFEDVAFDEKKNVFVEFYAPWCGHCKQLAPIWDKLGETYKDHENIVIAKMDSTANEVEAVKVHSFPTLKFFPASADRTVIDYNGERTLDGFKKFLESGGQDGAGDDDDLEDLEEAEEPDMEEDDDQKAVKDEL
# Granule exo inh: blocks lytic granule exocytosis; TALL-104 LAMP-1 surface exposure, flow cytometry; cells stimulated with thapsigargin and PMA; inhibition, % at 10 µM; hit rate 0.66% among 360,000; AID 651702;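 active = inhibition above about 55%, limit read from the data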
# CaV13 FRET inh: Primary screen for inhibitors of IQ motif and Ca2+-dependent inactivation inhibitor domain binding in CACNA1D, Förster resonance energy transfer in living cells, …. HEK cells, CFP/YFP FRET ICDI-IQ, plate reader, 10 min; percent FRET-ratio fall versus neutral wells. inhibition, % at 12.3 µM. hit rate 0.098% among 340,000;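 active = mean replicate inhibition of at least 30% and at least 1% of replicates passing that level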;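 note: 0% = median of the neutral control wells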
# NR2E3 ag-2: agonists of human NR2E3 nuclear receptor; CHO-S Gal4-NCOR/VP16-NR2E3 two-hybrid, luciferase; inhibition of corepressor binding, % at 3.98 µM; hit rate 0.35% among 360,000; AID 602229;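 active = inhibition above the mean of all tested compounds plus 3 SD, cut at about 70% in these data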;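 note: 0% = DMSO with NR2E3 transfected cells and 100% = cells lacking NR2E3 construct; higher means lower luciferase signal from less NR2E3 corepressor binding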
# hiPSC survival: hiPSC single-cell survival enhancement; survival enhancement, % at 20 µM; hit rate 0.044% among 360,000; AID 602274; ATPlite luminescence; 100% = ROCK inhibitor wells, 0% = DMSO; in the data active = survival enhancement above about 18%;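 note: cells exposed to compounds for 16 hours before the ATP read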
# MITF TRPM1 inh: reduces MITF-dependent TRPM1 promoter luciferase signal | SK-MEL-5 TRPM1 promoter luciferase, 24 h | inhibition, % at 12.5 µM | hit rate 0.83% among 330,000 | AID 488899;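 active = mean inhibition across replicates of 60% or more, whatever share of single replicates reaches that level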; note: values of inactives mirror those of a sister screen read the other way
# Vif imaging: HIV Vif inhibition; inhibition, % at 7.49 µM; HEK293T cells, Vif self-association by quenched fluorescence, imaging, 24 h; hit rate 0.35% among 340,000; in the data active = inhibition above about 50%, passing the limit was not always enough; note: some results filed as inactive read as strong as hits
# Peg3 prom inh: reduces Peg3 promoter-driven luciferase expression in HeLa. HeLa PEG-Prom luciferase reporter, luminescence, overnight. inhibition, % at 20 µM. hit rate 1.7% among 360,000. AID 588405;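 active = inhibition of at least 50% at 20 µM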
# * hit, by the source's call; . = no result given.
1) CCOc1ccccc1OCCCC(=O)N1CCN(S(=O)(=O)c2cc(F)ccc2F)CC1
2) Oc1ccc(/C=N/NC(=S)NCC2CCCO2)cc1 (stereo not given)
3) CCOC(=O)N1CCN(S(=O)(=O)c2ccc(C(=O)Nc3sc4c(c3C(N)=O)CCN(CC)C4)cc2)CC1
4) OC12CCCCC1C(c1ccc3c(c1)OCO3)N(Cc1ccccc1F)CC2 (stereo not given)
5) Cc1cc(NS(=O)(=O)c2ccc(NC(=O)CCCOc3cccc(C)c3C)cc2)no1
6) O=C(O)CN1CCN(Cc2ccc(Cl)cc2)C1=O

Screen / compound no.	1	2	3	4	5	6
NR2E3 ag-1	.	-2	1	3	0	1
HIF-2a block	14	-17	-8	4	10	2
aDG glyco up	0.0	0.5	86*	0.0	0.0	-0.1
PDI inh	-3	6	7	12	4	7
Granule exo inh	2	2	2	3	-1	3
CaV13 FRET inh	-3	0	-2	-5	.	-2
NR2E3 ag-2	-12	-46	6	-20	6	-17
hiPSC survival	-0.3	-1.0	-0.4	0.6	0.2	2.6
MITF TRPM1 inh	0	-5	21	-9	0	-2
Vif imaging	13	.	9	.	7	2
Peg3 prom inh	-19	-7	76*	0	24	7

7) Cc1ccc2nc(C(C)(C)C)c(Cc3cccc(F)c3)n2c1
8) Cc1c(NS(=O)(=O)N2CCCCC2)c(=O)n(-c2ccccc2)n1C
9) Cc1nc(NC(=O)COC(=O)CCc2ccccc2)c(Cl)cc1Cl
10) CC(C)Cn1c2nc3ccccc3nc2c2c(=O)n(CCN3CCOCC3)cnc21
11) O=C(NC(=S)Nc1ccccc1N1CCCC1)c1ccccc1[N+](=O)[O-]
12) O=C(NC1CCCCC1)C1c2ccccc2OCC(=O)N1CCc1ccccc1 (stereo not given)

Screen / compound no.	7	8	9	10	11	12
NR2E3 ag-1	.	0	.	2	0	.
HIF-2a block	-187	19	8	14	21	11
aDG glyco up	-0.1	-0.3	-0.1	-0.3	0.0	0.2
PDI inh	.	-2	-4	-2	-2	.
Granule exo inh	4	-2	-1	2	-7	-3
CaV13 FRET inh	-7	-9	-5	0	-6	-2
NR2E3 ag-2	-77	10	-15	-24	-31	-6
hiPSC survival	-1.5	-2.1	-0.1	7.9	-1.0	-1.1
MITF TRPM1 inh	.	3	-5	-1	2	.
Vif imaging	.	3	-1	4	-7	.
Peg3 prom inh	-43	12	7	26	12	.

13) CC(C)CCn1c(SCC(=O)NC2CCS(=O)(=O)C2)nc2cc(Cl)ccc2c1=O (stereo not given)
14) CCCCC(=O)Nc1ccc(C(=O)NN2C(=O)c3ccccc3C2=O)cc1
15) N#Cc1c(SCc2ccccc2)nc(N2CCOCC2)c2c1CCCC2
16) COc1ccc(NC(=S)NCCCn2ccnc2)cc1
17) CCOc1ccc(C(=O)C(C)OC(=O)Cn2[nH]c(=O)c3ccccc3c2=O)cc1 (stereo not given)
18) CC1C=CC(C)C(C(=O)c2ccccc2)C1C(=O)c1ccccc1 (stereo not given)

Screen / compound no.	13	14	15	16	17	18
NR2E3 ag-1	-6	0	-1	1	2	.
HIF-2a block	6	15	39	-1	-9	14
aDG glyco up	0.0	-0.1	-0.2	-0.2	1.0	0.3
PDI inh	0	-6	11	1	3	-1
Granule exo inh	4	2	1	2	-12	1
CaV13 FRET inh	-14	-6	-6	.	-5	-5
NR2E3 ag-2	0	-10	-33	-22	5	14
hiPSC survival	-0.2	2.0	-1.9	-1.8	-0.3	2.4
MITF TRPM1 inh	-2	5	0	-4	0	.
Vif imaging	3	.	-3	.	2	-1
Peg3 prom inh	0	16	42	23	-15	15

19) Cc1c(C(=O)NC2CCCC2)oc2ccccc12
20) O=C(CSc1nccn(-c2ccc(Br)cc2)c1=O)NC1CCCC1
21) COc1ccc(C2C(=O)c3ccccc3C2=O)cc1
22) CC(=O)c1ccc(NC(=O)NC2CCCCCCC2)cc1
23) CC(=O)NC12CC3CC(C1)CC(C(=O)N1CCN(S(=O)(=O)c4cccc([N+](=O)[O-])c4)CC1)(C3)C2
24) COc1cc(NC(=S)N2CCN(S(=O)(=O)c3ccccc3)CC2)cc(OC)c1

Screen / compound no.	19	20	21	22	23	24
NR2E3 ag-1	2	-1	0	.	.	.
HIF-2a block	-141	4	-188	-247	11	23
aDG glyco up	0.1	0.3	-0.1	0.1	-0.2	0.1
PDI inh	9	6	0	5	10	4
Granule exo inh	4	-2	-1	-2	0	2
CaV13 FRET inh	-5	-4	-5	-3	-6	-6
NR2E3 ag-2	-29	-5	-4	-94	-58	-3
hiPSC survival	-0.2	-0.2	-1.4	-0.4	-0.1	-0.1
MITF TRPM1 inh	-24	1	-49	-82	-4	4
Vif imaging	-1	-14	-4	-7	11	11
Peg3 prom inh	-73	-2	-165	-365	0	13

25) C=CCn1c(SCC(=C)C)nc2c1c(=O)[nH]c(=O)n2C
26) NNC(=O)C12CC3CC(C1)CC(n1ncnn1)(C3)C2
27) COc1ccccc1N(O)C1CC(=O)N(c2ccc(F)cc2)C1=O (stereo not given)
28) CCOC(=O)c1nn(-c2ccccc2C)c2nc(CC(C)C)c(C#N)c(=O)n12
29) CC(=O)c1ccc(N2CCN(C(=O)C3CCCN(c4ncnc5c4nc4n5CCCCC4)C3)CC2)cc1 (stereo not given)
30) CCCCN(C(=O)/C=C/c1ccco1)c1c(N)n(CCC)c(=O)[nH]c1=O

Screen / compound no.	25	26	27	28	29	30
NR2E3 ag-1	1	-1	-3	-1	2	4
HIF-2a block	7	14	-58	7	1	12
aDG glyco up	0.0	-0.2	0.2	0.2	-0.5	-0.1
PDI inh	13	10	-5	-3	-6	3
Granule exo inh	-2	0	2	0	12	-4
CaV13 FRET inh	-6	-6	.	-4	-5	-3
NR2E3 ag-2	3	-20	-19	-3	13	-11
hiPSC survival	0.9	5.4	-0.4	-0.2	-0.5	-0.7
MITF TRPM1 inh	-12	-21	-5	1	-2	8
Vif imaging	7	1	-9	8	-5	18
Peg3 prom inh	1	3	-2	3	47	6

31) COc1cc(Cn2c3ccc(NC(=O)CCc4ccc(O)cc4)cc3c(=O)n2C)ccc1F
32) COc1ccccc1-c1cccc2nccn12
33) Cc1cc(NCCc2ccccc2F)n2ncnc2n1
34) CC[C@H](C)[C@@H]1OC(=O)[C@@H](C)[C@@H](CC)NC(=O)[C@H](C)N(C)C(=O)C(C)(C)C(=O)C(C)NC(=O)[C@H](Cc2ccccc2)N(C)C(=O)[C@H](C(C)C)N(C)C(=O)CNC(=O)[C@H](CC(C)C)N(C)C(=O)CNC1=O (stereo not given in full)
35) CCCCN(CCCC)S(=O)(=O)c1c(C)[nH]c(=O)[nH]c1=O
36) NC(=O)CSc1ncc(-c2ccccc2)[nH]1

Screen / compound no.	31	32	33	34	35	36
NR2E3 ag-1	.	.	-1	.	0	2
HIF-2a block	2	-15	17	11	19	-76
aDG glyco up	-0.3	-0.1	0.2	0.0	0.1	0.0
PDI inh	8	-67	1	.	4	-2
Granule exo inh	-9	11	-3	4	-4	-2
CaV13 FRET inh	-8	-4	-2	.	-3	-8
NR2E3 ag-2	-27	-2	-11	50	-9	-18
hiPSC survival	-1.5	5.8	-0.1	-5.0	-0.3	-0.4
MITF TRPM1 inh	.	.	14	.	6	-18
Vif imaging	3	67*	16	1	0	-1
Peg3 prom inh	5	-24	-3	87*	8	-74

37) O=C1CCc2cc(S(=O)(=O)NC(C(=O)N3CCN(c4ccccn4)CC3)c3ccccc3)ccc2N1 (stereo not given)
38) CC(C)NC1=C(Cl)C(=O)c2ccccc2C1=O
39) O=C(c1ccc(Cl)cc1)N1CCN(c2ccc([N+](=O)[O-])c(NCc3cccnc3)c2)CC1
40) CCOC(=O)c1c(CN2CCOCC2)n(-c2ccccc2)c2cc(Br)c(O)c(CN(C)C)c12
41) CN(C)NC(=S)Nc1ccc2nc(-c3ccccn3)c(-c3ccccn3)nc2c1
42) COc1ccccc1NC(=O)C(=O)c1cn(CC(=O)N2CCOCC2)c2ccccc12

Screen / compound no.	37	38	39	40	41	42
NR2E3 ag-1	-1	-1	-4	4	1	-2
HIF-2a block	18	-53	33	16	4	-166
aDG glyco up	0.0	6.3*	0.6	0.1	0.1	0.3
PDI inh	2	-5	-6	24	12	-6
Granule exo inh	-3	1	2	6	-1	0
CaV13 FRET inh	-2	.	-5	.	.	-7
NR2E3 ag-2	-8	-16	19	-23	-5	-15
hiPSC survival	2.3	-2.6	0.4	5.4	0.6	0.1
MITF TRPM1 inh	-1	80*	9	-10	8	-74
Vif imaging	1	63*	.	-18	18	-5
Peg3 prom inh	15	-36	55*	-6	12	-239

43) CCCNC(=O)c1[nH]c(C)c(C(C)=O)c1C
44) Cc1nc(SCc2ccc(O)c([N+](=O)[O-])c2)n[nH]1
45) NC(=S)N/N=C/c1ccc(/C=N/NC(N)=S)cc1
46) Cc1noc(C)c1NC(=O)N(C)C[C@H]1Oc2ccc(NC(=O)NC(C)C)cc2C(=O)N([C@H](C)CO)C[C@H]1C
47) COC(=O)CCCC(=O)OC
48) CCC(=O)N1CCc2cc(S(=O)(=O)N3CCCC3)ccc21

Screen / compound no.	43	44	45	46	47	48
NR2E3 ag-1	2	1	-4	.	.	-1
HIF-2a block	9	6	13	5	5	10
aDG glyco up	-0.1	0.0	-0.1	0.4	0.3	0.2
PDI inh	3	1	5	-1	.	3
Granule exo inh	0	-4	-2	37	1	-1
CaV13 FRET inh	-4	-2	-2	-6	.	-7
NR2E3 ag-2	1	-20	-3	-18	3	-2
hiPSC survival	1.8	1.9	1.2	0.3	-2.0	-0.1
MITF TRPM1 inh	0	8	.	3	.	4
Vif imaging	.	0	-1	-1	-5	19
Peg3 prom inh	14	19	0	-4	3	30

49) CC(C)N1CN(c2ccccc2)C(=S)N(c2ccccc2)C1
50) Cc1ccc(NC(=O)CSc2nc3ccccc3nc2N2CCOCC2)cc1
51) Cc1ccc(-c2n[nH]c3c2CCC3)cc1
52) Cc1noc(C)c1NC(=O)N(C)C[C@H]1Oc2c(NC(=O)Nc3ccc(C(F)(F)F)cc3)cccc2C(=O)N([C@H](C)CO)C[C@@H]1C
53) CCOC(=O)C1=CN(Cc2cccc(-c3ccc(Cl)nc3)c2)S(=O)(=O)N(C)C1C (stereo not given)

Screen / compound no.	49	50	51	52	53
NR2E3 ag-1	0	1	1	.	.
HIF-2a block	-15	-20	-115	8	-134
aDG glyco up	-0.1	0.0	-0.2	-0.2	0.1
PDI inh	-5	.	3	0	0
Granule exo inh	0	17	-2	2	-2
CaV13 FRET inh	-2	-6	-3	-5	-5
NR2E3 ag-2	14	-15	0	-17	-30
hiPSC survival	-0.6	-1.4	-1.7	-1.3	1.3
MITF TRPM1 inh	-12	0	-41	-10	-55
Vif imaging	-16	-11	-17	.	-3
Peg3 prom inh	9	12	-94	-7	-72

# From PubChem BioAssay
